Assay outcomes from PubChem.
S1P3 antagonist: S1P3 receptor antagonists, primary screen, cell-based; Sphingosine 1-phosphate receptor 3 (Homo sapiens), Q99500; CHO S1P3 NFAT-BLA reporter, FRET fluorescence, antagonist mode; inhibition, % at 4.98 µM; 170,000 tested, 0.27% active; AID 485, 2006;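 active means inhibition above the plate cutoff, the mean inhibition of test wells on that plate plus 3 SD, cut at about 28% in these data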;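 further: cells challenged with S1P at its EC80 of 0.8 µM; blue over green emission ratio from cleaved BLA substrate after 4 h stimulation; 0% = S1P-stimulated wells and 100% = unstimulated DMSO-only wells; some compounds past the cut are filed as inactive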
Target sequence (Q99500 whole entry, looked up): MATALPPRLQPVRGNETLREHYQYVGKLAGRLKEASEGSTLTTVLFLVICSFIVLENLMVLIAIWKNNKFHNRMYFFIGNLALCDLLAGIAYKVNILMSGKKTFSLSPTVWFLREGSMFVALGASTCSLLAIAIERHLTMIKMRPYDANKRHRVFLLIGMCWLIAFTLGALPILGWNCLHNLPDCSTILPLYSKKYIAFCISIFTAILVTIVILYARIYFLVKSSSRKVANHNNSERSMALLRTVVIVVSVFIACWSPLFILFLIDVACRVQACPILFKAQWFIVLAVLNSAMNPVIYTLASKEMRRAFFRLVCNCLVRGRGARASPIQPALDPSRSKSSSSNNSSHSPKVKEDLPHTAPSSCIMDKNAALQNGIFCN
ROMK primary: ROMK potassium channel modulators, primary screen, cell-based, thallium flux, MLSMR library; Tet-inducible ROMK, thallium flux fluorescence; actives lie on both sides; ATP-sensitive inward rectifier potassium channel 1 (Homo sapiens), P48048; B-score at 10 µM; AID 1918, 2009; 130,000 tested, 2% active;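 active means signal ratio slope over the read window, or its plate-corrected B-score, at least 3 SD from the plate mean, either direction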;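 further: B-score of the F/F0 ratio slope over 7 to 12 s after thallium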
G6PDH CS: L. mesenteroides G6PDH inhibitors, counter-screen for G6PDH-coupled screening assays, biochemical, Leuconostoc mesenteroides enzyme | glucose-6-phosphate dehydrogenase [Leuconostoc mesenteroides] | Purified L. mesenteroides G6PDH, diaphorase/resazurin coupled fluorescence, 45 min | inhibition, % at 5 µM | 200,000 tested, 0.12% active | AID 1020, 2008; in the data active means inhibition above about 50%
PPARg SRC2 recr: agonists of PPARg-SRC-2 recruitment, primary screen, biochemical, HTS; Peroxisome proliferator-activated receptor gamma (Homo sapiens), P37231; PPARgamma LBD-SRC-2 recruitment; activation, % at 8 µM; 200,000 tested, 0.34% active; AID 1032, 2008; in the data active means activation above about 22%;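 further: 0% = vehicle and 100% = reference agonist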
PMI act hi M6P: human PMI activators, high substrate, primary screen, biochemical, fluorescence intensity, near-saturating mannose 6-phosphate. Mannose-6-phosphate isomerase (Homo sapiens), P34949. coupled PMI enzyme assay, resazurin fluorescence, 20 min; active compounds read high; 1 = untreated enzyme, 0 = substrate-free blank. activation factor at 20 µM. 190,000 tested, 0.34% active. AID 1216, 2008;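 active means activation factor of 2 or more at 20 µM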
Target sequence (P34949 whole entry, looked up): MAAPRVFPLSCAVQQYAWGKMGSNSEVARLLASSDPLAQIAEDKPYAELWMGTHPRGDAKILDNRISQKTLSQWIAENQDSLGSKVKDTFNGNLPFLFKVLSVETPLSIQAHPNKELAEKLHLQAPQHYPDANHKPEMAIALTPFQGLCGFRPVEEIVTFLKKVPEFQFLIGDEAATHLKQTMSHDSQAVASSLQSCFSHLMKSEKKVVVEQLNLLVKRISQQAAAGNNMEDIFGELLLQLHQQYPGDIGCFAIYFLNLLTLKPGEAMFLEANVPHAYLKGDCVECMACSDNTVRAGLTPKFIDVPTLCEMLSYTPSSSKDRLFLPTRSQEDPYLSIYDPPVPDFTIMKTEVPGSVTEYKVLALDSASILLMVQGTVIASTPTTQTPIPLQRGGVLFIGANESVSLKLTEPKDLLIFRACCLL
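Material: human phosphomannose isomerase with PGI, G6PDH, diaphorase coupling enzymes. Quantity: 15 ng/mL PMI. Medium: HEPES pH 7.4 buffer with MgCl2 and Tween-20. Reagent: Near-saturating mannose-6-phosphate, 1.0 mM. Compound: 20 µM single dose. Times: enzyme reaction with compound 20 min at room temperature. Detection: resorufin fluorescence at Ex 544/Em 590 nm.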
SRC2 TRFRET art: TR-FRET signal artefacts, primary screen, artefact control for PPARgamma SRC-2 agonist project, biochemical; TR-FRET artefact counter-screen; active compounds read high; TR-FRET ratio at 8 µM; 200,000 tested, 0.4% active; AID 1049, 2008; in the data active means TR-FRET ratio above about 2000; further: inactives centre near 1500
Diaphorase inh: diaphorase inhibitors and chemical oxidizers, primary screen, counter-screen for diaphorase-coupled primary assays, biochemical, uHTS, resorufin fluorescence. diaphorase resazurin-to-resorufin fluorescence, NADH, 16 min; bacterial (C. kluyveri) enzyme, not human. AID 1217, 2008. inhibition, % at 20 µM. 190,000 tested, 0.69% active;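 active means primary screen inhibition at 20 µM above a set limit, cut at about 50% in these data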;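 further: plate controls were DMSO with full reaction for no effect and wells lacking NADH for full effect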
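Test system: diaphorase enzyme from Clostridium kluyveri; amount: diaphorase at 0.14 U/mL in enzyme working solution; detection: fluorescence of resorufin formed from resazurin, Ex 544/Em 590 nm; times: reaction incubation of 16 min at room temperature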
PMI act: activators of human PMI, primary screen, biochemical, fluorescence intensity, near-Km mannose 6-phosphate; purified human PMI, coupled resazurin fluorescence, 20 min; active compounds read high; 1 = vehicle control, 0 substrate-free wells; activation factor at 20 µM; 190,000 tested, 0.005% active;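 active means activation factor of 2 or more at 20 µM, relative to plate controls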
Diaph act CS: compounds boosting diaphorase resazurin reduction – biochemical, uHTS, resorufin fluorescence, counter-screen for diaphorase-coupled primary assays, primary screen. Diaphorase/resazurin coupled assay, 16 min; active compounds read high; 1 = vehicle wells, 0 = NADH-free wells. AID 1229, 2008. 190,000 tested, 0.005% active. activation factor at 20 µM;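 active means diaphorase activity raised at least twofold by the compound at 20 µM; inactive means activation factor below 2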
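Material: bacterial diaphorase enzyme (C. kluyveri); amount: enzyme 0.07 U/mL final; reagent: NADH substrate 0.114 mM plus resazurin dye 0.1 mM, final; doses: single compound dose of 20 µM, 1% DMSO final; timing: 16 min enzyme reaction, ambient temperature; measured by: fluorescence of resorufin, 544 nm excitation, 590 nm emission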
PPARg SRC1 recr: PPARgamma agonists recruiting SRC-1 coactivator, primary screen, biochemical | Peroxisome proliferator-activated receptor gamma (Homo sapiens), P37231 | PPARgamma-SRC-1 coactivator recruitment biochemical assay | activation, % at 8 µM | 200,000 tested, 0.41% active | AID 631, 2007; in the data active means activation above about 19%;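 further: 0% = DMSO and 100% = reference agonist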
PPARg SRC-3 ag: PPARgamma agonists recruiting SRC-3 coactivator, primary screen, biochemical; biochemical PPARgamma/SRC-3 coactivator recruitment assay; 200,000 tested, 0.26% active; Peroxisome proliferator-activated receptor gamma (Homo sapiens), P37231; activation, % at 8 µM; in the data active means activation above about 23%;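 further: 0% = DMSO and 100% = reference agonist; some compounds past the cut are filed as inactive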
* marks the source's active call; other numbers are inactive results; . = no result given. Rows are unselected, and some 3.3% of all compounds hit somewhere here.

SMILES	S1P3 antagonist	ROMK primary	G6PDH CS	PPARg SRC2 recr	PMI act hi M6P	SRC2 TRFRET art	Diaphorase inh	PMI act	Diaph act CS	PPARg SRC1 recr	PPARg SRC-3 ag
COc1cccc(-n2ccnc2SCC(=O)N2CCCc3ccccc32)c1	-9	.	-5	4	1	1571	13	0.9	0.9	2	-5
Cc1oc(C(=O)O)cc1CSCc1ccoc1C(=O)O	3	-0.24	2	2	1	1564	14	1	0.9	-4	-7
COc1cccc(-n2nnnc2SCC(=O)Nc2ccc(C(C)=O)cc2)c1	.	0.076	2	13	0.9	1537	18	0.9	0.8	14	10
Cc1ccc(NC(=O)C2CCN(c3cnccn3)CC2)cc1	-23	-0.4	-1	6	1.1	1749	10	1	0.9	2	5
CCc1c(C)[nH]c2ccccc2c1=O	-37	0.35	4	5	1	1467	12	1.1	0.9	12	1
CSc1nc2c(c(=O)[nH]1)C(c1ccc(C(F)(F)F)cc1)CC(=O)N2 (stereo not given)	-13	-1.5	1	-4	1	1392	9	1.1	0.9	2	2
O=C(CCCNC(=O)/C(=C/c1ccc(Br)cc1)NC(=O)c1ccccc1)OCc1ccccc1	3	-1.2	-20	6	0.9	1577	5	0.9	0.9	7	4
Cc1cccc(NC(=O)C2CC(=O)OC23CCCCC3)c1 (stereo not given)	.	.	7	12	1.1	1772	2	1.1	1	2	14
COc1ccc([N+](=O)[O-])cc1NC(=O)Cc1noc2ccc(C)cc12	-12	0.9	-9	10	0.9	1672	3	1.1	1	11	3
Cc1ccc(NC(=O)COC(=O)Cc2ccsc2)cc1S(=O)(=O)N1CCOCC1	-4	-0.76	-2	3	0.9	1496	24	1	0.8	-2	3
CC(C)c1ccc(/C=C/C2=NNC(=O)CC2)cc1	-2	-0.33	6	7	1.1	1539	2	1.1	1	8	0
Cc1cc(NCCO)nc(N2CCOCC2)n1	.	.	3	1	0.9	1401	6	0.8	0.9	-3	-10
COc1ccc(CNC(=O)CN(Cc2cccs2)C(=O)CCC(=O)Nc2ccccn2)cc1	-10	-0.3	16	1	1	1738	-12	1	1.1	11	-5
O=C(O)c1cccc(NC(=O)c2cn(-c3ccccc3)nc2-c2ccncc2)c1	7	0.0066	10	3	1.1	1782	16	1.3	0.8	2	2
O=c1c2cc(F)ccc2[nH]c(=S)n1CCCN1CCOCC1	.	.	1	10	1	1621	5	1	0.9	1	8
COc1ccc(OC)c(NC(=O)CN(C)S(=O)(=O)c2ccc(Cl)cc2)c1	2	-0.26	15	1	0.9	1364	8	0.9	0.9	9	-1
Cc1cc2c(c(=O)n1Cc1cccnc1)C(c1ccc(F)cc1)C(C#N)=C(N)O2 (stereo not given)	-2	.	-2	-1	1	1647	8	1.1	0.9	-2	0
OCCN1CCOCCN(CCO)CCN(CCO)CC1	-12	.	-1	7	1	1754	-3	1	1	5	-4
CS(=O)(=O)c1ccc(C(=O)OCC(=O)NC(=O)C2CCCCC2)cc1[N+](=O)[O-]	11	-0.57	5	2	1.3	1903	1	1.3	1	9	0
Cc1ccc(C(=O)OCC(=O)Nc2ncc(C(F)(F)F)cc2Cl)cc1NC(=O)c1ccco1	.	0.39	1	-1	1	1427	12	1	0.9	-2	9
CCc1ccc(CN(C)C(=O)CCc2nc3ccccc3n(-c3ccc(OC)cc3)c2=O)cc1	-23	-1.4	-5	-2	0.9	1568	32	0.9	0.7	-3	1
Cc1sc2ncnc(Oc3ccc(-n4ccnc4)cc3)c2c1C	20	-1.1	6	2	0.9	1608	19	0.9	0.8	-6	-4
COC(=O)COc1ccc(S(=O)(=O)NCc2cccnc2)cc1	-21	.	0	-3	1	1636	7	0.9	0.9	-7	0
COc1ccccc1C(=O)NC(=Nc1nc2ccccc2o1)NC(=O)c1ccccc1OC	.	-1	-66	5	1.1	1668	4	1	1	4	-12
CCOC(=O)C1=C(CSc2nccn2C)NC(=O)NC1c1cc(C)ccc1C (stereo not given)	.	0.89	-1	0	1	1482	6	1	0.9	4	-3

Reprinted from above (five entries):
SMILES	S1P3 antagonist	ROMK primary	G6PDH CS	PPARg SRC2 recr	PMI act hi M6P	SRC2 TRFRET art	Diaphorase inh	PMI act	Diaph act CS	PPARg SRC1 recr	PPARg SRC-3 ag
COc1cccc(-n2ccnc2SCC(=O)N2CCCc3ccccc32)c1	-9	.	-5	4	1	1571	13	0.9	0.9	2	-5
Cc1oc(C(=O)O)cc1CSCc1ccoc1C(=O)O	3	-0.24	2	2	1	1564	14	1	0.9	-4	-7
COc1cccc(-n2nnnc2SCC(=O)Nc2ccc(C(C)=O)cc2)c1	.	0.076	2	13	0.9	1537	18	0.9	0.8	14	10
Cc1ccc(NC(=O)C2CCN(c3cnccn3)CC2)cc1	-23	-0.4	-1	6	1.1	1749	10	1	0.9	2	5
CCc1c(C)[nH]c2ccccc2c1=O	-37	0.35	4	5	1	1467	12	1.1	0.9	12	1

(further entries)
SMILES	S1P3 antagonist	ROMK primary	G6PDH CS	PPARg SRC2 recr	PMI act hi M6P	SRC2 TRFRET art	Diaphorase inh	PMI act	Diaph act CS	PPARg SRC1 recr	PPARg SRC-3 ag
Cc1ccc2c(c1)NC(=O)C(CC(=O)NCCN(CC(C)C)CC(C)C)O2 (stereo not given)	2	.	-7	11	1	1585	7	1	0.9	4	7
COc1ccc(C(CC(=O)NCc2ccccc2)Sc2n[nH]c(-c3ccc(Cl)cc3)n2)cc1 (stereo not given)	-6	.	0	1	1.1	1647	3	1.2	1	2	5
CN(C)S(=O)(=O)c1ccc2[nH]cc(/C=C/c3nc4ccccc4c(=O)n3-c3ccccc3)c2c1	.	.	13	5	0.9	1759	20	0.9	0.8	6	7
CC(NC(=O)c1cccc(C(F)(F)F)c1)C(c1ccccc1)N1CCOCC1 (stereo not given)	-4	1.7	6	-1	1	1335	-1	1	1	-3	-4
Cc1noc(C)c1S(=O)(=O)NCc1ccc2c(c1)OCO2	-45	.	3	.	1	.	16	1	0.8	.	.
CC1CCN(c2nc3c(c(=O)[nH]c(=O)n3C)n2CCSc2nc3ccccc3o2)CC1	-13	-0.16	-30	-5	0.8	1512	28	0.9	0.7	1	-3
CC(C)(C)C(=O)NC(=S)N1CCc2ccccc21	13	.	5	3	0.9	1517	10	1.2	0.9	2	6
Cn1cc(Br)c(C(=O)N2CCc3ccccc32)n1	-7	.	4	-3	1.1	1507	6	1	0.9	-6	-6
C=CCn1c(SCC(=O)Nc2ccccc2OC)nnc1-c1ccco1	-2	.	-4	2	0.8	1449	27	0.8	0.7	6	5
CN(C(=S)NC(=O)C1(C)CC1(Cl)Cl)c1ccccc1 (stereo not given)	.	0.38	-2	-2	0.9	1510	14	1	0.9	6	4
CCOc1ccc2[nH]c(=O)c(C(c3nnnn3C3CCCCC3)N3CCN(C)CC3)cc2c1 (stereo not given)	-22	.	16	5	1	1495	9	0.9	0.9	23*	1
CC(C(=O)N=Nc1c(O)n(C)c2ccc(Br)cc12)n1cnc2ccccc2c1=O (stereo not given)	-5	-0.22	-1	3	1	1763	25	1	0.8	6	5
CN1CCN(Cc2c(O)ccc3c(-c4ccccc4)cc(=O)oc23)CC1	.	0.32	1	-2	1	1651	10	1	0.9	-3	1
CC(=O)c1ccc(Nc2ncnc3c2oc2ccccc23)cc1	4	.	7	1	1	1571	12	1	0.9	10	-6
Cc1ccc(N/C=C(/C#N)c2ccsc2)cc1	.	0.034	14	8	0.8	1621	10	0.8	0.9	2	4
COc1ccc(/C=C2\N=C(c3c(-c4ccccc4)noc3C)OC2=O)cc1OC	.	.	9	2	1	1460	12	0.9	0.9	-7	-7
COC(=O)c1c(C(=O)NCc2ccccc2)ncn1CC(O)COc1ccccc1 (stereo not given)	11	0.017	6	-3	1	1359	9	0.9	0.9	2	-14
CCOC(=O)N1CCC(NC(=O)c2ccc3c(c2)N(Cc2ccccc2)CCS3)CC1	.	.	9	-2	0.9	1498	27	0.9	0.7	-4	3
C[C@@H](C(=O)Nc1ccc2ccccc2c1)[C@H]1C[C@]1(C)[C@H](NC(=O)OCc1ccccc1)c1ccccc1	32*	-0.12	19	1	0.8	1334	25	0.8	0.7	-3	-3
O=C(Nc1cc(Br)ccc1O)c1cnn2c(C(F)F)cc(C3CC3)nc12	-13	-0.56	-9	4	1	1471	6	1	0.9	2	1
COc1ccc(CC(=O)Nc2nc(-c3cc(OC)ccc3OC)cs2)cc1	-11	-0.85	-2	2	0.9	1470	16	0.8	0.8	0	4
Cc1ncc([N+](=O)[O-])n1Cc1cccc(F)c1	-1	-0.47	1	8	1.1	1646	0	1.1	1	-1	1
CC(=O)Nc1cc(S(=O)(=O)C(F)(F)F)ccc1Cl	4	.	0	6	1	1641	2	1	1	2	-1
O=C(CCS(=O)(=O)Cc1ccccc1)N1CCc2ccccc2C1	.	0.6	1	8	1	1751	9	0.9	0.9	-2	8

6 entries from above, sorted by the number in PMI act, falling:
canonical_smiles	S1P3 antagonist	ROMK primary	PMI act hi M6P	PMI act
O=C(O)c1cccc(NC(=O)c2cn(-c3ccccc3)nc2-c2ccncc2)c1	7	0.0066	1.1	1.3
COc1ccc(C(CC(=O)NCc2ccccc2)Sc2n[nH]c(-c3ccc(Cl)cc3)n2)cc1 (stereo not given)	-6	.	1.1	1.2
Cc1cccc(NC(=O)C2CC(=O)OC23CCCCC3)c1 (stereo not given)	.	.	1.1	1.1
Cc1ccc2c(c1)NC(=O)C(CC(=O)NCCN(CC(C)C)CC(C)C)O2 (stereo not given)	2	.	1	1
CCOc1ccc2[nH]c(=O)c(C(c3nnnn3C3CCCCC3)N3CCN(C)CC3)cc2c1 (stereo not given)	-22	.	1	0.9
COc1ccc(CC(=O)Nc2nc(-c3cc(OC)ccc3OC)cs2)cc1	-11	-0.85	0.9	0.8
